Bioassay records deposited in PubChem BioAssay by National Center for Advancing Translational Sciences (NCATS).
AmpC detergent = qHTS Inhibitors of AmpC Beta-Lactamase (assay with detergent). P00811. AmpC hydrolysis of nitrocefin, absorbance 480 nm, 0.01% Triton. Potency, µM (titrated, usually from 114 µM), for inactives: at the top dose activity change, negative = inhibition, hits mostly inhibitors. actives 0.041% (n = 370,000);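 note: potency is the fitted concentration of half-maximal effect; 0% = no-compound wells and -100% = no-enzyme wells; nearly all actives have a fitted effect of over 25% in size; some results filed as inactive show a strong effect at the top dose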
Target sequence (P00811 whole entry, looked up): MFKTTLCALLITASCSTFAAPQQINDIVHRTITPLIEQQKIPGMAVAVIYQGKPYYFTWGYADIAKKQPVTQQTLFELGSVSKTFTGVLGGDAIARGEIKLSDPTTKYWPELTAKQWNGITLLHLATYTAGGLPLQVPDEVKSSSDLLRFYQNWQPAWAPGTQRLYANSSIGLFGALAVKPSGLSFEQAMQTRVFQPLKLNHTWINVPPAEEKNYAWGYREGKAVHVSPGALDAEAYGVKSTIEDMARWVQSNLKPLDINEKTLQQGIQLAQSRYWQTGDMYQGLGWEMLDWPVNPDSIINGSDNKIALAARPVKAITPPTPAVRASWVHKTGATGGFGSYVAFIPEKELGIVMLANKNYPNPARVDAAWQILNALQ
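AmpC (5.3 nM in the dispensed reagent) in 20 mM phosphate pH 7.0 with 0.01% (detergent screen) or 0.0001% Triton X-100 was preincubated with compounds for 15 min at room temperature. Nitrocefin was then added from an 800 uM solution, and hydrolysis was followed at 480 nm.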
Sm TGR block = qHTS Assay for the Inhibitors of Schistosoma Mansoni Peroxiredoxins | Schistosoma mansoni thioredoxin glutathione reductase (TGR), Q962Y6 | purified TGR, DTNB reduction, TNB absorbance 405 nm | actives 3% (n = 360,000) | Potency, µM (titrated, usually from 114 µM), for the others: at the top dose activity change, negative = inhibition, usual class: inhibitors | AID 485364, 2010; note: potency is the fitted concentration of half-maximal effect; nearly all actives have a fitted effect of over 60% in size
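Kinetic colorimetric format: TGR-catalysed, NADPH-driven DTNB reduction monitored via TNB absorbance. Enzyme dispensed at 20 nM; compound exposure 15 min at room temperature before reaction start.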
AmpC no deterg = qHTS Inhibitors of AmpC Beta-Lactamase (assay without detergent). AmpC nitrocefin hydrolysis, absorbance 480 nm, 0.0001% Triton. AID 485341, 2010. actives 0.52% (n = 330,000). Potency, µM (top dose mostly 57.1 µM), for the others: top-dose activity change, negative = inhibition, usual class: inhibitors. P00811;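 note: potency is the fitted concentration of half-maximal effect; plate controls were no compound for no effect and no enzyme for full effect; nearly all actives have a fitted effect of over 20% in size; some results filed as inactive show a strong effect at the top dose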
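AmpC (5.3 nM in the dispensed reagent) in 20 mM phosphate pH 7.0 with 0.01% (detergent screen) or 0.0001% Triton X-100 was preincubated with compounds for 15 min at room temperature. Nitrocefin was then added from an 800 uM solution, and hydrolysis was followed at 480 nm.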
FBPA Giardia inh = qHTS Assay for Inhibitors of Fructose-1,6-bisphosphate Aldolase from Giardia Lamblia. purified Giardia FBPA. actives 0.71% (n = 290,000). A8B2U2. Potency, µM (titrated, usually from 59.6 µM), without a hit: at the top dose activity, negative = inhibition, hits mostly inhibitors; note: potency is the fitted concentration of half-maximal effect; nearly all actives have a fitted effect of over 55% in size
Target sequence (A8B2U2 whole entry, looked up): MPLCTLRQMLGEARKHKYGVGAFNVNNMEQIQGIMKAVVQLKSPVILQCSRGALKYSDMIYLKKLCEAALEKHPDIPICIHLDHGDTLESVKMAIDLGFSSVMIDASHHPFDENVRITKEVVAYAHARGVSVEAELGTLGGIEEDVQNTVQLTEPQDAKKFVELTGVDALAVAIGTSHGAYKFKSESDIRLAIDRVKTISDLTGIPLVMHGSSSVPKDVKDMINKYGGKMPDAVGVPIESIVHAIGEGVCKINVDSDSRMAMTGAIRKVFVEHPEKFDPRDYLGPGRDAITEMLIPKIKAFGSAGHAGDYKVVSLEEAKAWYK
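Giardia FBPA (40 nM reagent) was preincubated 10 min at RT with compound (up to 57.5 uM final), then substrate plus GAPDH/TPI/NAD/arsenate coupling system with diaphorase/resazurin was added; resorufin fluorescence (525/598 nm) was read after 20 min.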
HCMV inh = qHTS Assay for inhibitors of the human cytomegalovirus (HCMV) | HFF cells, HCMV-luciferase reporter, 72 h; stronger effect = lower value | activity change, negative = inhibition, % at 57.5 µM | actives 4.5% (n = 410,000) | AID 1259415, 2018; in the data active = activity change below about -60%; inconclusive = no clear call, values can overlap the other calls; inactive = above about -39%
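Steps: HFFs plated, 16 h 37C; compounds added; HCMV-luciferase added to MOI 1 PFU/cell; 72 h 37C; OneGlo reagent, 5 min room temperature; luminescence read, normalized to controls.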
AMA1-RON2 inh = qHTS for Inhibitors of AMA1-RON; Towards Development of Antimalarial Drug Lead: Primary Screen. Plasmodium falciparum AMA1 (3D7) - RON2 peptide interaction. AlphaScreen AMA1-biotinylated RON2 peptide binding. Potency, µM (titrated, usually from 58.2 µM), for inactives: top-dose activity change, negative = inhibition, actives largely listed as inhibitors. actives 0.2% (n = 360,000). AID 720542, 2013;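 note: potency is the fitted concentration of half-maximal effect; 0% = vehicle wells and -100% = peptide control; nearly all actives have a fitted effect of over 45% in size; some results filed as inactive show a strong effect at the top dose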
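AMA1 (3D7) with his tag at 25 nM final met compounds first, then biotinylated RON2 peptide at 25 nM; detection used donor plus acceptor beads, 10 µg/mL apiece, read by AlphaScreen after 30 min at room temperature.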
* = called active by the depositor; & = joins results of further samples; [ ] = remark or other dose. Unless noted, calls come from the whole dose curve; as a rule, active = well fitted curve in the direction sought with a large enough effect; inconclusive = small, poorly fitted or top-dose-only effect, or another doubt; inactive = no such curve, though single readings can be large; an effect the other way counts as inactive or inconclusive. Unless noted, % is set by controls: 0 for no effect and ±100 for the full control effect. Compounds as they come; any-hit rate near 7.8%.

For Cc1nc(-c2ccc3c(c2)OCCCO3)cs1 the results were AmpC detergent -12%, Sm TGR block 1%, AmpC no deterg -14%, FBPA Giardia inh -3%, HCMV inh 40 and AMA1-RON2 inh -3%.
For CCCCn1c(SCC(=O)NCCc2ccc(OC)c(OC)c2)nc2c1c(=O)n(C)c(=O)n2C the results were AmpC detergent -16%, Sm TGR block 0%, AmpC no deterg -9%, FBPA Giardia inh 1%, HCMV inh 21 and AMA1-RON2 inh 8%.
Screening COc1ccc(C(C(=O)NCc2ccccc2)N(C(=O)c2snc(C(N)=O)c2N)C2CCCC2)cc1 (centres undefined) returned AmpC detergent -13%, Sm TGR block 13%, AmpC no deterg 6%, FBPA Giardia inh 0%, HCMV inh -3 and AMA1-RON2 inh -3%.
For COc1cccc(NC(=O)CCNS(=O)(=O)c2ccc(Br)s2)c1 the results were AmpC detergent -9%&9%, Sm TGR block -1%&9%, AmpC no deterg -33%, FBPA Giardia inh -6%, HCMV inh 8&-2 and AMA1-RON2 inh -17%.
For Cc1nn(-c2ccccc2)c(N2CCCC2)c1/C=N/n1cnc2scc(-c3ccccc3)c2c1=O the results were AmpC detergent 0%, Sm TGR block -5%, AmpC no deterg -20%, FBPA Giardia inh 6%, HCMV inh 4 and AMA1-RON2 inh 1%.
Screening Cc1cccc(C)c1OCc1cc(C(=O)N2CCNC(=O)C2)no1 returned AmpC detergent 2%, Sm TGR block 0%, AmpC no deterg 3%, HCMV inh -36 and AMA1-RON2 inh -2%.
Screening O=C(Nc1cc([N+](=O)[O-])ccc1O)c1cccc([N+](=O)[O-])c1 returned AmpC detergent inconclusive, Sm TGR block 11%, AmpC no deterg -14%, FBPA Giardia inh -9%, HCMV inh 34 and AMA1-RON2 inh 0%.
O=S(=O)(NNc1ncc(C(F)(F)F)cc1Cl)c1ccc(F)cc1F was read as AmpC no deterg -16%, HCMV inh 0 and AMA1-RON2 inh 97%[activator].
Screening CCC(C(=O)OCC(=O)Nc1c(Cl)cc(Cl)cc1Cl)c1ccccc1 (centres undefined) returned AmpC detergent inconclusive, Sm TGR block -1%, AmpC no deterg -29%, FBPA Giardia inh 9%, HCMV inh -36 and AMA1-RON2 inh -9%.
Screening CCCCN(CCCNC(=O)c1cc(Nc2cccc(SC)c2)nc2ccccc12)Cc1ccccc1 returned AmpC detergent -9%, Sm TGR block -4% and HCMV inh -99*.
COc1cccc(CNC(=O)CN(C)S(=O)(=O)c2cnc[nH]2)c1 was read as AmpC detergent 4%, Sm TGR block inconclusive, AmpC no deterg -6%, FBPA Giardia inh 3%, HCMV inh -3 and AMA1-RON2 inh 12%.
`CCCC(=O)Nc1cccc(NC(=O)c2ccc3c(c2)OCCO3)c1` gave AmpC detergent -3%, Sm TGR block -11%, AmpC no deterg -35%, FBPA Giardia inh -1%, HCMV inh -36 and AMA1-RON2 inh 3%.
`Cc1ccccc1NC(=S)NC(=O)c1cc(-c2ccccc2)nc2ccccc12` gave AmpC detergent -6%, Sm TGR block 12%, AmpC no deterg -35%, FBPA Giardia inh -2%, HCMV inh 12 and AMA1-RON2 inh 62%[activator].
CCOC(=O)Nc1n[nH]c(NC(=O)OCC)c1[N+](=O)[O-] was read as AmpC detergent -6%, Sm TGR block -5%, AmpC no deterg -16%, FBPA Giardia inh -9%, HCMV inh -21 and AMA1-RON2 inh -2%.
For Cn1c(=O)c2c(SCC(=O)NCC3CCCO3)nc(-c3ccccc3Cl)nc2n(C)c1=O (centres undefined) the results were AmpC detergent -2%, Sm TGR block 3%, AmpC no deterg -1%, FBPA Giardia inh 3%, HCMV inh -13 and AMA1-RON2 inh -4%.
`COC(=O)c1ccc(C(=O)OC)c(NC(=O)CN2CCC(C)CC2)c1` gave AmpC detergent 2%, Sm TGR block 0%, AmpC no deterg 3%, FBPA Giardia inh 4%, HCMV inh inconclusive and AMA1-RON2 inh -8%.
For O=C(O)C12CC3CC(C1)CC(n1ncc(NCc4ccco4)c(Cl)c1=O)(C3)C2 the results were AmpC detergent 6%, Sm TGR block 2.8µM*, AmpC no deterg -17%, FBPA Giardia inh -18%, HCMV inh -1 and AMA1-RON2 inh 22%.
Cn1nc(C2CC2)cc1NC(=O)CC(CC(=O)O)c1ccccc1 (centres undefined) was read as AmpC detergent 6%, Sm TGR block 4%, AmpC no deterg -20%, FBPA Giardia inh 5%, HCMV inh -8 and AMA1-RON2 inh 0%.
Screening CCOC(=O)C1=C(C)NC(=O)NC1c1ccc(F)cc1 (centres undefined) returned AmpC detergent inconclusive, Sm TGR block -6%, AmpC no deterg -14%, FBPA Giardia inh 4%, HCMV inh -39 and AMA1-RON2 inh -5%.
COc1cc(C=O)c(Br)cc1OCc1ccc(C)cc1 was read as AmpC detergent -2%, Sm TGR block 6%, AmpC no deterg -17%, FBPA Giardia inh -1%, HCMV inh 6 and AMA1-RON2 inh 35%[activator].
CC(OC(=O)CCCOc1ccccc1)C(=O)NC(N)=O (centres undefined) was read as AmpC detergent -4%, Sm TGR block 1%, AmpC no deterg -18%, FBPA Giardia inh 0%, HCMV inh -2 and AMA1-RON2 inh -4%.
Screening COc1ccc(CN(C)C2CCN(C)CC2)cc1OC returned AmpC detergent -12%, Sm TGR block -4%, AmpC no deterg -14%, FBPA Giardia inh -14%, HCMV inh 13 and AMA1-RON2 inh -6%.
Screening O=C(CC(Nc1ccccc1)C(=O)O)c1ccccc1 (centres undefined) returned AmpC detergent inconclusive, Sm TGR block 2.2µM*, AmpC no deterg -27%, FBPA Giardia inh -12%, HCMV inh 44 and AMA1-RON2 inh 11%.
For CCCCNC(=O)C(=O)N/N=C/c1cccc(Br)c1 the results were AmpC detergent -8%, Sm TGR block 0%, AmpC no deterg -22%, FBPA Giardia inh 1%, HCMV inh 41 and AMA1-RON2 inh 13%.
For CCO[C@@H]1OC(C(N)=O)=C[C@H](c2ccc3c(c2)OCO3)[C@H]1CCCO the results were AmpC detergent -2%, Sm TGR block inconclusive, AmpC no deterg -1%, FBPA Giardia inh 8%, HCMV inh -95* and AMA1-RON2 inh 2%.
For CC(=O)Nc1ccc(S(=O)(=O)N(C)CC(=O)OCC(=O)N2CCCC2=O)cc1 the results were AmpC detergent inconclusive, Sm TGR block -1%, AmpC no deterg -5%, HCMV inh 0 and AMA1-RON2 inh 13%.
For CCOC(=O)C(Cc1ccccc1)NC(=O)Cn1nnc(-c2ccc(SC)cc2)n1 (centres undefined) the results were AmpC detergent 4%, Sm TGR block 7%, AmpC no deterg -11%, FBPA Giardia inh -1%, HCMV inh -31 and AMA1-RON2 inh -6%.
Screening CC(=O)C1=C(O)C(=O)N(c2ccc(Br)cn2)C1c1cccc([N+](=O)[O-])c1 (centres undefined) returned AmpC detergent 0%, Sm TGR block -21%, AmpC no deterg -41%, FBPA Giardia inh -2%, HCMV inh -105* and AMA1-RON2 inh 17%.
`O=C(Nc1ccccc1)c1cc(N2CCOCC2)nc2ccccc12` gave AmpC detergent -8%, Sm TGR block -25%, AmpC no deterg -19%, FBPA Giardia inh 3%, HCMV inh 64 and AMA1-RON2 inh 0%.
`Cc1ccc(C(=O)NC(=O)CSc2ncccc2C(=O)O)cc1` gave AmpC detergent 2%, Sm TGR block 12%, AmpC no deterg -27%, FBPA Giardia inh 9%, HCMV inh -35 and AMA1-RON2 inh -3%.

Looked up by structure from above:
`Cc1ccc(C(=O)NC(=O)CSc2ncccc2C(=O)O)cc1` gave AmpC detergent 2%, Sm TGR block 12%, AmpC no deterg -27%, FBPA Giardia inh 9%, HCMV inh -35 and AMA1-RON2 inh -3%.
Cn1nc(C2CC2)cc1NC(=O)CC(CC(=O)O)c1ccccc1 (centres undefined) was read as AmpC detergent 6%, Sm TGR block 4%, AmpC no deterg -20%, FBPA Giardia inh 5%, HCMV inh -8 and AMA1-RON2 inh 0%.
CC(OC(=O)CCCOc1ccccc1)C(=O)NC(N)=O (centres undefined) was read as AmpC detergent -4%, Sm TGR block 1%, AmpC no deterg -18%, FBPA Giardia inh 0%, HCMV inh -2 and AMA1-RON2 inh -4%.

New compounds follow.
Screening NC(=O)C1CCN(C(=O)C2(NC(=O)Nc3cccc(F)c3)CCCCC2)CC1 returned AmpC detergent inconclusive, Sm TGR block 2%, AmpC no deterg -5%, FBPA Giardia inh -3%, HCMV inh 3 and AMA1-RON2 inh -4%.
`COc1ccc(S(=O)(=O)N2CCCCC2)cc1NC(=O)c1ccc(N2CCCC2=O)cc1` gave AmpC detergent 0%, Sm TGR block -4%, AmpC no deterg 150%[activator], HCMV inh -39 and AMA1-RON2 inh -6%.
`COc1ccc(NC(=O)/C(C#N)=C/c2c(C)nn(-c3ccc(F)cc3)c2Cl)cc1Cl` gave AmpC detergent -10%, Sm TGR block 0%, AmpC no deterg -24%, FBPA Giardia inh -5%, HCMV inh -21 and AMA1-RON2 inh -16%.
`COc1ccc(C(=O)NCC(c2ccc(N(C)C)cc2)N2CCCC2)c(OC)c1` (centres undefined) gave AmpC detergent -1%, Sm TGR block -7% and HCMV inh -14.
For O=[N+]([O-])c1cnccc1Nc1ccc(F)cc1 the results were AmpC detergent 3%, Sm TGR block -11%, AmpC no deterg -21%, FBPA Giardia inh -2%, HCMV inh -15 and AMA1-RON2 inh 12%.
`CCN(CC)C(=O)c1sc2c(c1C)c(=O)n(CCc1ccccc1)c(=O)n2Cc1ccc(C)cc1` gave AmpC detergent 9%, Sm TGR block 6% and HCMV inh -20.
COc1cc(NC(=O)c2cccc([N+](=O)[O-])c2C)ccc1NC(=O)c1ccco1 was read as AmpC detergent -11%, Sm TGR block 4%, AmpC no deterg -40%, FBPA Giardia inh 1%, HCMV inh 3 and AMA1-RON2 inh 20%.
Screening CN(C)C(CNC(=O)c1ccc(S(=O)(=O)Nc2cccc(C(F)(F)F)c2)cc1)c1ccco1 (centres undefined) returned AmpC detergent inconclusive, Sm TGR block inconclusive, AmpC no deterg 46%, HCMV inh -23 and AMA1-RON2 inh 17%.
`Cc1cc(C)nc(NC(=O)CSc2nn(-c3ccccc3)c(=S)s2)n1` gave AmpC detergent 1%, Sm TGR block -25%, AmpC no deterg -15%, FBPA Giardia inh -4%, HCMV inh inconclusive and AMA1-RON2 inh 9%.
`O=C(CCCCC(=O)Nc1c(I)cc(I)c(C(=O)O)c1I)Nc1c(I)cc(I)c(C(=O)O)c1I` gave FBPA Giardia inh 1%[21.7 µM], HCMV inh 45 and AMA1-RON2 inh 1%.
